LYPLA1 counter: LYPLA1 (human) inhibition in PME1 counter-screen; inhibition, % at 5.9 µM; hit rate 0.16% among 320,000; recombinant LYPLA1, FP-Rh probe fluorescence polarization; O75608;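 active = inhibition above the mean of all tested compounds plus 3 SD, set per campaign, cut at about 14% in these data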;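 also: inhibitors block serine hydrolase probe labeling of LYPLA1 so polarization falls; 0% = enzyme with DMSO and 100% = wells lacking LYPLA1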
PREPL inhibitor: inhibitors of human prolyl oligopeptidase-like enzyme PREPL; AID 2751; Q4J6C6; hit rate 0.68% among 320,000; recombinant PREPL, fluorescence polarization activity-based probe; inhibition, % at 5.96 µM; in the data active = inhibition above about 43%;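 also: 0% = enzyme with DMSO and 100% = wells lacking enzyme; many of its hits are not listed in these tables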
PAFAH2 inh: PAFAH2 (human) inhibition. Q99487. AID 492956. recombinant PAFAH2, FP-rhodamine activity probe, fluorescence polarization. hit rate 0.99% among 340,000. inhibition, % at 3.39 µM;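 active = inhibition above the mean over all tested compounds plus 3 SD, cut at about 30% in these data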;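 also: inhibitors block probe labeling of enzyme so polarization drops; 0% = enzyme with DMSO and 100% = wells lacking PAFAH2 protein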
PAFAH1B3 inh: PAFAH1B3 (human) inhibition. Q15102. recombinant PAFAH1B3, FP-rhodamine probe, fluorescence polarization. inhibition, % at 3.39 µM. hit rate 0.28% among 340,000;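 active = inhibition above the screen-wide average of all tested compounds plus 3 SD, cut at about 25% in these data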;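 also: 0% = enzyme with DMSO only and 100% = wells lacking PAFAH1B3 protein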
LYPLA2 counter: blocks human lysophospholipase 2, a PME1 counter-screen | hit rate 0.38% among 320,000 | O95372 | inhibition, % at 5.9 µM | recombinant LYPLA2, FP-Rh probe fluorescence polarization;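 active = inhibition above the screen-wide mean plus 3 SD, limit set per campaign, cut at about 26% in these data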;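 also: 0% = LYPLA2 with DMSO and 100% = wells lacking LYPLA2 enzyme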
PAFAH1B2 FP inh: PAFAH1B2 (human) inhibition. inhibition, % at 3.39 µM. P68402. recombinant PAFAH1B2, FP-rhodamine activity probe, fluorescence polarization. hit rate 1.2% among 340,000;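 active = inhibition above the mean of all tested compounds plus 3 SD, cut at about 24% in these data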;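 also: 0% = enzyme with DMSO and 100% = wells lacking PAFAH1B2; many of its hits are not listed in these tables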
Target sequence (P68402 whole entry, looked up): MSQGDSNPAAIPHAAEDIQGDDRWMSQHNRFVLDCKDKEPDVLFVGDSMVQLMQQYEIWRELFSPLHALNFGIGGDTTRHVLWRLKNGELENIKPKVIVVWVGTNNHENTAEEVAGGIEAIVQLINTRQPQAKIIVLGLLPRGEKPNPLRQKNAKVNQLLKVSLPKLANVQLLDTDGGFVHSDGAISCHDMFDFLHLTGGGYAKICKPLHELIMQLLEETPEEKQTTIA
EBNA-1 inhibitor: blocks EBNA-1 binding to DNA; EBNA-1 DNA binding, fluorescence polarization; inhibition, % at 14.8 µM; hit rate 0.34% among 300,000; AID 1950; in the data active = inhibition above about 28%
ZTA counter: ZTA (EBV) inhibition in EBNA-1 counter-screen; inhibition, % at 11 µM; AID 2234; hit rate 0.15% among 320,000; ZTA-DNA binding, fluorescence polarization; P03206; in the data active = inhibition above about 33%
Target sequence (P03206 whole entry, looked up): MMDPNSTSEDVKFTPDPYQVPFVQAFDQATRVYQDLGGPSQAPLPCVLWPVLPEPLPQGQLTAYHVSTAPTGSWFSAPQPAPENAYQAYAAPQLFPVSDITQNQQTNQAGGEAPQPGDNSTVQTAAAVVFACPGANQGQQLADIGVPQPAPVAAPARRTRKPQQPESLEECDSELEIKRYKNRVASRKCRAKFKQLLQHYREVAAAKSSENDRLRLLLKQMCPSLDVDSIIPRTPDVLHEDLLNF
pPAFAH inh: pPAFAH (human) enzyme inhibition; Q13093; recombinant pPAFAH, FP-rhodamine probe fluorescence polarization; inhibition, % at 3.39 µM; hit rate 1.5% among 330,000;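 active = inhibition above the mean inhibition across the screen plus 3 SD, cut at about 25% in these data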;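 also: inhibitors block binding of the rhodamine activity-based probe so polarization drops; 0% = enzyme with DMSO and 100% = wells lacking pPAFAH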
Target sequence (Q13093 whole entry, looked up): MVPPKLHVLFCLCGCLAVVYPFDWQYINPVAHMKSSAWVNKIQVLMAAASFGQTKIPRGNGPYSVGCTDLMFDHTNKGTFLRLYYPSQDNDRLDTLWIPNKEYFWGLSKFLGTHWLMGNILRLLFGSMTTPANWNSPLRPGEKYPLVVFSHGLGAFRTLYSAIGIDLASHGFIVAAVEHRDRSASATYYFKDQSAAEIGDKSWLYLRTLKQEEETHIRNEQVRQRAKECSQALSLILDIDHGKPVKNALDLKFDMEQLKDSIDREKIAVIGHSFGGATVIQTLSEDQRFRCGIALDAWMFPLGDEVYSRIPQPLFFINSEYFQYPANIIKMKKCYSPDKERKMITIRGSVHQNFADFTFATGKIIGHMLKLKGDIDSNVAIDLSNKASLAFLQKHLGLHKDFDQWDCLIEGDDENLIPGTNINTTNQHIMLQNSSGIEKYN
The depositor's hits bear a star. The list is partial; rates above refer to the full screens.

Results for CCc1ccc(C(=O)CC2(O)C(=O)N(CN3CCOCC3)c3ccccc32)cc1 (stereo not given) ?
LYPLA1 counter: 6; PREPL inhibitor: -4; PAFAH2 inh: 0; PAFAH1B3 inh: 0; LYPLA2 counter: 3; PAFAH1B2 FP inh: -2; EBNA-1 inhibitor: 7; ZTA counter: 7; pPAFAH inh: -2

Results for Cc1cc(S(=O)(=O)NCCc2ccncc2)cc(C)c1F ?
LYPLA1 counter: 0; PREPL inhibitor: -1; PAFAH2 inh: 4; PAFAH1B3 inh: 7; LYPLA2 counter: -3; PAFAH1B2 FP inh: 3; EBNA-1 inhibitor: -1; ZTA counter: 11; pPAFAH inh: 1

How did O=C(NCc1ccccn1)Nc1ccccc1Cl do in these assays?
LYPLA1 counter: 4; PREPL inhibitor: 3; PAFAH2 inh: 4; PAFAH1B3 inh: 3; LYPLA2 counter: 4; PAFAH1B2 FP inh: -2; EBNA-1 inhibitor: -9; ZTA counter: -14; pPAFAH inh: 0

How did O=[N+]([O-])c1cc([N+](=O)[O-])c(Oc2c(F)cccc2F)cc1NN1CCCCC1 do in these assays?
LYPLA1 counter: 0; PREPL inhibitor: -1; PAFAH2 inh: 6; PAFAH1B3 inh: 2; LYPLA2 counter: -2; PAFAH1B2 FP inh: -4; EBNA-1 inhibitor: 5; ZTA counter: 0; pPAFAH inh: 4

How did NC(=O)C1CCN(c2oc(-c3cccs3)nc2S(=O)(=O)c2ccc(Br)cc2)CC1 do in these assays?
PREPL inhibitor: 16; PAFAH2 inh: 10; PAFAH1B3 inh: 5; PAFAH1B2 FP inh: 0; pPAFAH inh: 0

What do the screens show for `COc1ccc(OC)c(/C=C/C(=O)c2ccc3c(c2)OCO3)c1`?
LYPLA1 counter: 0; PREPL inhibitor: 1; PAFAH2 inh: 11; PAFAH1B3 inh: 9; LYPLA2 counter: 2; PAFAH1B2 FP inh: 2; ZTA counter: 3; pPAFAH inh: 3

How did Cc1cc(Br)cc(Cl)c1OCC(=O)NC(=O)NCc1ccccc1 do in these assays?
LYPLA1 counter: -1; PREPL inhibitor: -3; PAFAH2 inh: -1; PAFAH1B3 inh: 5; LYPLA2 counter: 0; PAFAH1B2 FP inh: 3; EBNA-1 inhibitor: 3; ZTA counter: 5; pPAFAH inh: 1

Results for CC1CCCN(C(=O)CCc2nnc(-c3ccc4c(c3)OCO4)o2)C1 (stereo not given) ?
LYPLA1 counter: 0; PREPL inhibitor: -3; PAFAH2 inh: -3; PAFAH1B3 inh: 1; LYPLA2 counter: 3; PAFAH1B2 FP inh: 0; EBNA-1 inhibitor: 2; ZTA counter: -13; pPAFAH inh: 3

How did CCOC(=O)C(Cc1ccc(NC(=O)/C(=C/c2ccccc2)NC(=O)c2ccccc2)cc1)N1C(=O)c2ccccc2C1=O (stereo not given) do in these assays?
LYPLA1 counter: -19; PREPL inhibitor: -9; PAFAH2 inh: -29; PAFAH1B3 inh: -11; LYPLA2 counter: -35; PAFAH1B2 FP inh: -4; EBNA-1 inhibitor: 41*; ZTA counter: 10; pPAFAH inh: -8

Results for O=C(NC1CCCC1)C(c1ccccn1)N(Cc1ccccc1F)C(=O)c1csnn1 (stereo not given) ?
LYPLA1 counter: 3; PREPL inhibitor: -3; PAFAH2 inh: 2; PAFAH1B3 inh: 7; LYPLA2 counter: 0; PAFAH1B2 FP inh: 6; EBNA-1 inhibitor: 12; ZTA counter: -12; pPAFAH inh: -1

How did Clc1ccc(Cn2ncc3c(NCc4ccco4)ncnc32)c(Cl)c1 do in these assays?
LYPLA1 counter: -5; PREPL inhibitor: -11; LYPLA2 counter: 4; EBNA-1 inhibitor: -11; ZTA counter: 1; pPAFAH inh: 1

What do the screens show for `COc1ccc(-c2[nH]c(-c3cc(OC)c4c(c3)OCO4)nc2-c2ccccc2)cc1`?
LYPLA1 counter: 0; PREPL inhibitor: 16; PAFAH2 inh: 6; PAFAH1B3 inh: 2; LYPLA2 counter: -6; PAFAH1B2 FP inh: 1; EBNA-1 inhibitor: -5; ZTA counter: -16; pPAFAH inh: 2

What do the screens show for `CCN(C(=O)c1ccco1)c1nnc(-c2ccc(OC)cc2)s1`?
LYPLA1 counter: 4; PREPL inhibitor: 1; PAFAH2 inh: 3; PAFAH1B3 inh: 1; LYPLA2 counter: 9; PAFAH1B2 FP inh: 5; EBNA-1 inhibitor: 5; ZTA counter: 2; pPAFAH inh: 2

Results for CCC(c1nnnn1CC1CCCO1)N(CCCO)Cc1cc2cccc(C)c2[nH]c1=O (stereo not given) ?
LYPLA1 counter: 2; PREPL inhibitor: 10; PAFAH2 inh: -2; PAFAH1B3 inh: 8; LYPLA2 counter: 10; PAFAH1B2 FP inh: 0; EBNA-1 inhibitor: 4; ZTA counter: -14; pPAFAH inh: -2

What do the screens show for `CCOC(=O)N1CCN(S(=O)(=O)c2cccc3cccnc23)CC1`?
LYPLA1 counter: 5; PREPL inhibitor: 3; PAFAH2 inh: 3; PAFAH1B3 inh: 4; LYPLA2 counter: 5; PAFAH1B2 FP inh: 5; EBNA-1 inhibitor: 3; ZTA counter: 2; pPAFAH inh: 7

How did Cc1cc(S(=O)(=O)N2CCN=C2c2ccccc2)c(C)cc1Cl do in these assays?
LYPLA1 counter: -2; PREPL inhibitor: -3; PAFAH2 inh: 0; PAFAH1B3 inh: 10; LYPLA2 counter: 5; PAFAH1B2 FP inh: 21; EBNA-1 inhibitor: -2; ZTA counter: 9; pPAFAH inh: 1

Results for Cc1ccccc1CN1CCN(CC2CC2)CC1CCO (stereo not given) ?
LYPLA1 counter: 4; PREPL inhibitor: 0; PAFAH2 inh: 0; PAFAH1B3 inh: 7; LYPLA2 counter: 0; PAFAH1B2 FP inh: -3; EBNA-1 inhibitor: 6; ZTA counter: 12; pPAFAH inh: 4

Results for COc1cc(O)oc1C=Nc1ccc(C(F)(F)F)cc1 ?
LYPLA1 counter: 1; PREPL inhibitor: 16; PAFAH2 inh: 6; PAFAH1B3 inh: 1; LYPLA2 counter: 2; PAFAH1B2 FP inh: 5; EBNA-1 inhibitor: 11; ZTA counter: 10; pPAFAH inh: 6

What do the screens show for `CCCN(CCC)CCCNC(=S)Nc1ccc2nc3n(c(=O)c2c1)CCCCC3`?
LYPLA1 counter: -1; PREPL inhibitor: 5; PAFAH2 inh: -2; PAFAH1B3 inh: 1; LYPLA2 counter: -1; PAFAH1B2 FP inh: -4; EBNA-1 inhibitor: -6; ZTA counter: 1; pPAFAH inh: 1

Results for CC1CC(=O)NN1C(=O)c1ccccc1 (stereo not given) ?
LYPLA1 counter: -4; PREPL inhibitor: 1; PAFAH2 inh: -2; PAFAH1B3 inh: 1; LYPLA2 counter: -2; PAFAH1B2 FP inh: 0; EBNA-1 inhibitor: -1; ZTA counter: -4; pPAFAH inh: 4

The final 3 records of the section before come first, to join the parts:
Results for COc1cc(O)oc1C=Nc1ccc(C(F)(F)F)cc1 ?
LYPLA1 counter: 1; PREPL inhibitor: 16; PAFAH2 inh: 6; PAFAH1B3 inh: 1; LYPLA2 counter: 2; PAFAH1B2 FP inh: 5; EBNA-1 inhibitor: 11; ZTA counter: 10; pPAFAH inh: 6

What do the screens show for `CCCN(CCC)CCCNC(=S)Nc1ccc2nc3n(c(=O)c2c1)CCCCC3`?
LYPLA1 counter: -1; PREPL inhibitor: 5; PAFAH2 inh: -2; PAFAH1B3 inh: 1; LYPLA2 counter: -1; PAFAH1B2 FP inh: -4; EBNA-1 inhibitor: -6; ZTA counter: 1; pPAFAH inh: 1

Results for CC1CC(=O)NN1C(=O)c1ccccc1 (stereo not given) ?
LYPLA1 counter: -4; PREPL inhibitor: 1; PAFAH2 inh: -2; PAFAH1B3 inh: 1; LYPLA2 counter: -2; PAFAH1B2 FP inh: 0; EBNA-1 inhibitor: -1; ZTA counter: -4; pPAFAH inh: 4

What do the screens show for `CCOc1ccc(C(=O)COC(=O)c2cc(=O)[nH]c3ccccc23)cc1`?
LYPLA1 counter: 1; PREPL inhibitor: 8; PAFAH2 inh: -3; PAFAH1B3 inh: 5; LYPLA2 counter: 10; PAFAH1B2 FP inh: -5; EBNA-1 inhibitor: -10; ZTA counter: 1; pPAFAH inh: 2

How did CCOC(=O)c1c(NC(=O)c2c(Br)cnn2C)c(C#N)nn1-c1ccccc1 do in these assays?
LYPLA1 counter: -2; PREPL inhibitor: 20; PAFAH2 inh: 5; PAFAH1B3 inh: -4; LYPLA2 counter: -1; PAFAH1B2 FP inh: 4; EBNA-1 inhibitor: 0; ZTA counter: -3; pPAFAH inh: 4

What do the screens show for `CCOC(=O)c1cnc2c(OC)cccc2c1N1CCN(c2ccccc2OC)CC1`?
LYPLA1 counter: -1; PREPL inhibitor: 5; PAFAH2 inh: -4; PAFAH1B3 inh: 12; LYPLA2 counter: -2; PAFAH1B2 FP inh: -5; EBNA-1 inhibitor: -1; ZTA counter: 0; pPAFAH inh: 13

How did O=C(OCC(=O)c1c[nH]c2ccccc12)c1cccc(S(=O)(=O)N2CCCCCC2)c1 do in these assays?
LYPLA1 counter: -23; PREPL inhibitor: -6; PAFAH2 inh: -15; PAFAH1B3 inh: -17; LYPLA2 counter: -51; PAFAH1B2 FP inh: -10; EBNA-1 inhibitor: 13; ZTA counter: -14; pPAFAH inh: -12

How did O=[N+]([O-])c1cccc(CSc2cccc[n+]2[O-])c1 do in these assays?
LYPLA1 counter: -1; PREPL inhibitor: -1; PAFAH2 inh: 6; PAFAH1B3 inh: 5; LYPLA2 counter: 0; PAFAH1B2 FP inh: 7; EBNA-1 inhibitor: 0; ZTA counter: 8; pPAFAH inh: 2

How did CC(=O)OC(C(=O)NC1CCCCC1)c1ccccc1 (stereo not given) do in these assays?
LYPLA1 counter: 0; PREPL inhibitor: -4; PAFAH2 inh: -3; PAFAH1B3 inh: -2; LYPLA2 counter: -3; PAFAH1B2 FP inh: 1; EBNA-1 inhibitor: 3; ZTA counter: 23; pPAFAH inh: 5

How did Cc1ccc(C(C)C)c(OCCCCCN2CCOCC2)c1 do in these assays?
LYPLA1 counter: -4; PREPL inhibitor: -5; PAFAH2 inh: 4; PAFAH1B3 inh: 3; LYPLA2 counter: -3; PAFAH1B2 FP inh: 3; EBNA-1 inhibitor: -11; ZTA counter: -5; pPAFAH inh: 2

How did OC1CCN(c2cc(-c3ccccc3)nc3cc(-c4ccc(F)cc4)nn23)CC1 do in these assays?
LYPLA1 counter: -8; PREPL inhibitor: 19; PAFAH2 inh: 9; PAFAH1B3 inh: -2; LYPLA2 counter: -11; PAFAH1B2 FP inh: 2; EBNA-1 inhibitor: 2; ZTA counter: 10; pPAFAH inh: 5

How did O=C(c1ccc2c(=O)n(C3CCCC3)c(=S)[nH]c2c1)N1CCN(C2CCCCC2)CC1 do in these assays?
LYPLA1 counter: 1; PREPL inhibitor: 2; PAFAH2 inh: -2; PAFAH1B3 inh: 2; LYPLA2 counter: -1; PAFAH1B2 FP inh: 3; EBNA-1 inhibitor: 10; ZTA counter: 1; pPAFAH inh: 0

Pulled by structure from the entries so far:
What do the screens show for `CCOc1ccc(C(=O)COC(=O)c2cc(=O)[nH]c3ccccc23)cc1`?
LYPLA1 counter: 1; PREPL inhibitor: 8; PAFAH2 inh: -3; PAFAH1B3 inh: 5; LYPLA2 counter: 10; PAFAH1B2 FP inh: -5; EBNA-1 inhibitor: -10; ZTA counter: 1; pPAFAH inh: 2

How did O=[N+]([O-])c1cccc(CSc2cccc[n+]2[O-])c1 do in these assays?
LYPLA1 counter: -1; PREPL inhibitor: -1; PAFAH2 inh: 6; PAFAH1B3 inh: 5; LYPLA2 counter: 0; PAFAH1B2 FP inh: 7; EBNA-1 inhibitor: 0; ZTA counter: 8; pPAFAH inh: 2
